# ERp5 block: blocks human ERp5 reductase activity on insulin | ERp5 insulin aggregation, absorbance 650 nm, 90 min | inhibition, % at 9.99 µM | Q15084 | 350,000 compounds, 0.05% hits;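 active = mean replicate inhibition above about 25%, with every replicate also reaching it, limit read from the data, passing the limit was not always enough; inconclusive = only one of those two criteria met; inactive = neither criterion met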
# Target sequence (Q15084 whole entry, looked up): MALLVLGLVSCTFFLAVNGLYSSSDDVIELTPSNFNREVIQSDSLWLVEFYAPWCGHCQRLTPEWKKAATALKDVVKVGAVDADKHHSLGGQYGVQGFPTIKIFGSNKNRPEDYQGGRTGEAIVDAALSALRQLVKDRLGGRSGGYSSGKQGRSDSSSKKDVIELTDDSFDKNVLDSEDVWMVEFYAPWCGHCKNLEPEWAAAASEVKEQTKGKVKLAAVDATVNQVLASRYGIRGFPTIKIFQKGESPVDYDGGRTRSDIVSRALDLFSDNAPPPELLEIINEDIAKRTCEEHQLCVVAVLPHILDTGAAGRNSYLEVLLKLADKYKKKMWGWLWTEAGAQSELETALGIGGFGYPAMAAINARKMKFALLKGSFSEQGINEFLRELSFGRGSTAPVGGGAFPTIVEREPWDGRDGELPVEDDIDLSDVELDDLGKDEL
# ARNT-TACC3 inh: ARNT/TACC3 interaction disruption. Q9Y6A5. AlphaScreen His-ARNT PAS-B/GST-TACC3 binding, luminescence; TACC3 fragment carries E629A point mutation. inhibition, % at 9.99 µM. 390,000 compounds, 0.66% hits. AID 623870;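 active = mean inhibition of replicates at least 50% and at least half of replicates each reaching 50%; inconclusive = half or more replicates reach 50% but mean below 50%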;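 also: 0% = complete ARNT plus TACC3 wells and 100% = ARNT alone without TACC3; many hits fall short of the cut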
# Xi reactivation: X-chromosome reactivation activator | XiGFP mouse fibroblasts, % GFP-positive cells imaging, 3 d; cells co-treated with 5-aza-dC sensitizer; scaled so ellipticine positive control = 100% | activation, % at 7.58 µM | 360,000 compounds, 0.055% hits;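 active = mean normalized replicate activation at least 10% and every replicate at or above 10%; inconclusive = only one of the two criteria met; inactive = mean below 10% and not all replicates reach 10%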;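 also: 0% = median of on-plate neutral control wells and 100% = ellipticine 6 µM median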
#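 System: XiGFP fibroblasts, SV40-immortalized. Medium: DMEM plus 5-aza-dC sensitizer. Doses: single point. Timing: 3 d treatment, 15 min room-temperature fixation. Control set: ellipticine 6 µM.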
# DENV2 CPE: protects cells from dengue virus 2 cytopathic effect; CPE inhibition, % at 9.99 µM; DENV2-infected cells, cytopathic effect rescue, plate reader; 350,000 compounds, 1.7% hits; in the data active = CPE inhibition above about 20%, passing the limit was not always enough; inconclusive = no clear call, values can overlap the other calls; tested in BHK-21 cells;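 also: 0% = median of neutral control wells and 100% = median of positive control wells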
# EWS-Fli inh: blocks EWS/Fli oncoprotein-driven transcription; A673 NR0B1-luciferase reporter, viability-normalised; inhibition, % at 12.6 µM; 350,000 compounds, 0.67% hits;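 active = mean inhibition of at least 50% after viability correction, with every replicate also passing that limit; inconclusive = mean reaches 50% but only one of two replicates passes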;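 also: firefly luciferase signal divided by Alamar Blue viability fluorescence both relative to DMSO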
# INS-1E GSIS act: primary screen for activators of insulin secretion dependent on glucose, INS-1E cells, GLuc reporter luminescence | INS-1E GLuc reporter insulin secretion, 2-3 h | activation, % at 16.6 µM | 370,000 compounds, 0.61% hits;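 active = lowest replicate activation of at least 40%, so every replicate reaches that level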;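 also: 0% = median of neutral control wells and 100% = median of IBMX positive control wells; some compounds called inactive have numbers as strong as hits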
# PAX8 reporter: lowers PAX8-driven luciferase in RMG-I cells | RMG-I TPO-luciferase reporter, SteadyGlo, 24 h | inhibition, % at 12.6 µM | 360,000 compounds, 1.2% hits | AID 652154;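 active = mean replicate inhibition at least 60% with every replicate also reaching 60%; inconclusive = only one of the two criteria is met; inactive = mean below 60% and not all replicates reaching 60%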;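 also: luciferase light reporting Pax8 driven TPO promoter activity; plate controls were median of neutral control wells for no effect and mitoxantrone controls for full effect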
# F508del corr: correctors of CFTR F508del function in bronchial epithelial cells; CFBE cells, YFP halide quenching; stimulated with forskolin plus potentiator P3; % fluorescence drop versus neutral controls; activity (quench increase), % at 7.58 µM; 350,000 compounds, 0.36% hits; AID 720511;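 active = mean added fluorescence quench of at least 8% versus neutral control, with both replicates also reaching 8%; inconclusive = only one of the mean or replicate conditions met; inactive = mean below 8% and not both replicates reaching 8%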;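 also: cells transiently co-express mutant CFTR-F508del with the halide-sensitive YFP; corrector assay measuring rescue of mutant channel to the surface after 24 h compound exposure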
# An asterisk follows results filed as active; u = inconclusive; x = not tested or not shown. Outcome played no part in choosing rows; 4.2% or so of the library scored in one or more.
SMILES,ERp5 block,ARNT-TACC3 inh,Xi reactivation,DENV2 CPE,EWS-Fli inh,INS-1E GSIS act,PAX8 reporter,F508del corr
CS(=O)(=O)N1[C@H](C#N)[C@H](c2ccccc2-c2ccc(F)cc2)[C@@H]1CO,4.1,x,0.1,29.1*,-2.0,-1.9,6.9,-0.8
COCOCCn1cc(CN2CCS(=O)(=O)N(Cc3ccc(-c4ccc(OC)c(OC)c4)cc3)C(C)C2=O)nn1 (configuration not stated),8.1,x,0.0,-4.6,-5.3,9.3,-1.2,-0.4
CCNC(=O)C[C@H]1CC[C@@H](NC(=O)C2CC2)[C@H](CO)O1,-3.0,-20.3,0.6,8.8,4.8,-1.3,8.9,-1.0
C#CCSc1nnnn1-c1ccc(OCC)cc1,-1.6,0.1,0.1,-3.9,-7.9,0.9,8.5,-0.4
CO[C@H]1CC[C@@H]2CCOc3ccc(C#N)cc3C(=O)N(C)C[C@H](c3ccccc3)CC(=O)N(C)C[C@@H]1O2,x,x,0.3,x,-4.6,14.2,6.0,x
CNC[C@@H]1Oc2ccc(NC(=O)CCC(F)(F)F)cc2C(=O)N([C@@H](C)CO)C[C@@H]1C,2.7,-4.5,0.0,-0.4,7.3,4.2,-3.1,1.8
C[C@H]1CN([C@@H](C)CO)C(=O)c2ccccc2-c2ccccc2CO[C@@H]1CN(C)C(=O)[C@@H](Cc1ccccc1)N(C)C,1.0,4.2,0.0,-5.6,-1.9,0.5,12.8,-0.8
Cc1cc(C)c(OCC(=O)OCC(=O)N2CCc3ccccc3C2)c(C)c1,4.4,-4.6,0.1,8.4,3.0,12.0,-6.0,-2.0
CC(C)(C)CNC(=O)c1cc2c(Br)ccc(Br)c2nc1N,-1.8,x,0.0,10.4,-0.9,1.8,2.4,-5.5
O=C1CC(c2cccs2)c2ccc3ccccc3c2N1 (configuration not stated),1.0,-0.5,0.1,x,-32.9,3.2,2.3,3.1
Cc1c(N)cccc1N,0.8,x,x,10.3,-5.3,0.9,x,-1.2
C#CCOCCOCCOCCNc1nc(N2CCN(C(=O)Cn3cc(CC(C)O)nn3)CC2)nc(N2CCN(C(=O)[C@H]([C@@H](C)O)n3cc(CCCCN)nn3)CC2)n1 (some centres not stated),-4.1,-10.1,0.2,-8.8,-0.3,-2.3,-15.4,0.4
Cc1ncc([N+](=O)[O-])n1CC(=O)Nc1ccc(Br)cc1,-0.7,-4.7,0.0,u,-0.3,4.5,8.0,-3.8
Cn1cccc1Cc1nnc(SCC(=O)N2CCc3ccccc32)n1-c1ccc(F)cc1,1.7,x,0.2,2.0,3.3,-8.4,25.4,-1.6
CN(C)N1C(N)=C(C#N)C(c2ccc3c(c2)OCO3)C2=C1CC(C)(C)CC2=O (configuration not stated),-5.5,0.5,0.0,1.7,5.7,20.4,6.6,-2.4

# Copied from the list:
# Reading of CO[C@H]1CC[C@@H]2CCOc3ccc(C#N)cc3C(=O)N(C)C[C@H](c3ccccc3)CC(=O)N(C)C[C@@H]1O2 in EWS-Fli inh: -4.6
# Reading of CNC[C@@H]1Oc2ccc(NC(=O)CCC(F)(F)F)cc2C(=O)N([C@@H](C)CO)C[C@@H]1C in ERp5 block: 2.7

# Continued.
SMILES,ERp5 block,ARNT-TACC3 inh,Xi reactivation,DENV2 CPE,EWS-Fli inh,INS-1E GSIS act,PAX8 reporter,F508del corr
C[C@@H]1CN([C@@H](C)CO)C(=O)c2cccc(NC(=O)C3CC3)c2O[C@@H]1CN(C)C(=O)Nc1cccc2ccccc12,-13.4,15.5,0.1,-5.5,-1.6,14.8,0.7,1.1
Cc1cc(C)cc(N2CCCn3c2nc2c3c(=O)n(CC(=O)OCc3ccccc3)c(=O)n2C)c1,-1.0,-3.1,x,-3.3,9.5,1.8,x,0.2
Cc1ccccc1NC(=O)CSc1nnc(NC(=O)C2CC2)s1,4.8,2.0,0.0,6.7,-3.3,-9.0,-13.0,2.2
S=c1[nH]nc(Cc2ccc(Cl)cc2)o1,1.2,-2.1,0.1,-0.3,6.9,-4.4,-0.6,-2.2
Cc1ccc(Cl)cc1N1CCN(C(=O)c2ccc(CS(=O)Cc3ccc(Cl)cc3)o2)CC1 (configuration not stated),6.6,-1.3,0.0,4.2,6.0,-62.9,6.6,-2.3
CN(C)C(=O)c1cccc(-c2ccc([C@@H]3[C@H](CO)N4CCCCN(CC5CCOCC5)C[C@@H]34)cc2)c1,-1.0,3.3,0.0,17.6,-12.0,17.4,-2.2,1.9
Cc1cc(S(=O)(=O)Nc2ccc(C(=O)NCc3cccnc3)cc2)ccc1F,-0.7,x,0.3,-1.2,10.7,-25.0,6.9,-0.5
COc1ccc(C2(c3ccc(O)cc3O)CC(c3ccccc3Cl)NC(=S)N2)cc1 (configuration not stated),1.1,8.8,0.0,12.5,-10.0,-5.5,6.6,0.1
C[C@H](CO)N1C[C@H](C)[C@H](CN(C)Cc2cncnc2)Oc2ncc(-c3cccc(F)c3)cc2C1=O,-0.6,-0.3,-1.3,0.1,-0.7,12.5,x,0.6
C=CCN(c1ccccc1C(=O)O)S(=O)(=O)c1ccc(C)cc1,-70.4,-4.0,0.0,-6.6,-1.9,35.5,7.5,2.5
CCOC(=O)C1(Cc2ccc(Cl)cc2)CCN(C(=O)c2sc(C)nc2C)CC1,u,4.1,0.2,-3.6,-0.1,-11.7,1.2,3.6
CO[C@@H]1CN(C)C(=O)c2cc(NC(=O)Nc3ccccc3)ccc2OC[C@@H](C)N(C(=O)CC2CC2)C[C@@H]1C,3.6,6.7,0.2,7.6,3.0,-19.6,0.2,3.8
Cc1noc(C)c1S(=O)(=O)Nc1ccc2c(c1)CC(=O)N([C@H](C)CO)C[C@H](C)[C@@H](CN(C)Cc1ccncc1)O2,-4.7,-3.4,-1.3,4.4,-6.9,4.0,6.1,-2.1
CCOC(=O)C1CN(S(=O)(=O)c2ccc(OC)cc2)c2cc(Cl)ccc2O1 (configuration not stated),3.5,-1.7,-0.1,11.8,6.9,-20.9,0.1,1.9
CC1(C(=O)NS(=O)(=O)c2ccccc2)CCN1C(=O)Cc1cc(F)ccc1F (configuration not stated),5.3,x,0.4,u,-0.5,-12.5,-9.4,-2.5

# DENV2 CPE: what is marked active above.
molecule,ERp5 block,ARNT-TACC3 inh,DENV2 CPE,INS-1E GSIS act,F508del corr
CS(=O)(=O)N1[C@H](C#N)[C@H](c2ccccc2-c2ccc(F)cc2)[C@@H]1CO,4.1,x,29.1*,-1.9,-0.8

# Following part
SMILES,ERp5 block,ARNT-TACC3 inh,Xi reactivation,DENV2 CPE,EWS-Fli inh,INS-1E GSIS act,PAX8 reporter,F508del corr
COc1ccc(-n2c(=O)c3c4c(sc3n(CC(=O)Nc3cc(C)[nH]n3)c2=O)CCCC4)c(OC)c1,1.0,x,0.0,6.9,-10.0,3.6,-3.4,-0.2
Cc1noc(C)c1S(=O)(=O)N(C)C[C@@H]1OCCCC[C@@H](C)Oc2ccc(NC(=O)C3CCCCC3)cc2C(=O)N([C@@H](C)CO)C[C@H]1C,-13.5,-4.0,-0.9,1.4,14.9,-7.1,7.0,1.6
Cc1cc(C)n2nc(C(=O)OCC(=O)NC3CCCCC3)nc2n1,-1.1,0.8,0.1,5.2,4.5,18.5,-0.3,-0.4
COc1cccc(NC(=O)CCN2C(=O)C3CC=CCC3C2=O)c1 (configuration not stated),0.8,-0.6,0.2,28.7*,x,-1.1,-78.6,3.3
O=C(O)Cn1c(SCCOc2ccc(Cl)cc2)nc2ccccc21,4.2,-3.6,0.0,-0.7,-49.3,-6.5,-15.9,-2.2
Cc1ccc(NC(=O)COC(=O)CNC(=O)c2ccc(C)s2)cc1,1.8,-8.0,-0.1,-7.1,1.2,-2.6,-4.7,2.0
C[C@@H]1CCCCO[C@H](CN(C)C(=O)Nc2ccc3c(c2)OCO3)[C@@H](C)CN([C@@H](C)CO)C(=O)c2cc(NS(=O)(=O)c3cn(C)cn3)ccc2O1,-4.9,3.3,-1.2,-5.7,-2.4,10.4,x,0.1
O=C(c1ccccc1F)N1CC(=O)N2[C@H](CO)[C@@H](c3ccc(-c4ccc(F)cc4)cc3)[C@@H]2C1,-1.5,x,0.1,-10.6,-4.3,5.6,23.2,-1.4
CC(C)(C)C(=O)Cn1ncc(N2CCOCC2)c(Cl)c1=O,-1.2,-4.4,0.0,1.8,7.9,8.5,-0.9,0.7
COc1ccc(-c2cc(CS(=O)(=O)c3ccccc3)on2)cc1,4.6,2.2,0.0,-2.2,-120.9,-8.7,-243.0,-1.3
CN1c2ccc(-c3ccccc3)cc2[C@H]2[C@H](CCN2C(=O)Cc2ccccn2)[C@@H]1CO,3.3,13.3,0.0,8.5,-54.4,-2.3,-47.5,2.0
O=[N+]([O-])c1ccc(N2CCN(Cc3ccncc3)CC2)cc1,-12.7,-0.6,0.1,8.7,14.8,4.4,29.7,-0.3
CN1C(=O)N[C@@H]2c3ccccc3O[C@@]1(C)[C@@H]2COC(=O)c1ccc([N+](=O)[O-])cc1,-1.1,x,x,38.3*,-2.5,x,13.6,-0.6
CC(=O)N1CCN(C(=O)CCNS(=O)(=O)c2ccc(Br)cc2)CC1,3.4,-3.6,0.1,3.5,-2.2,-3.3,-0.7,-1.6
COc1ccc([N+](=O)[O-])cc1N(CC(=O)N1CCCCC1)S(C)(=O)=O,-3.1,-2.6,0.0,-1.1,-6.9,0.8,0.3,0.8

# Reprinted from the part before: 2 entries, then new ones.
SMILES,ERp5 block,ARNT-TACC3 inh,Xi reactivation,DENV2 CPE,EWS-Fli inh,INS-1E GSIS act,PAX8 reporter,F508del corr
CC(=O)N1CCN(C(=O)CCNS(=O)(=O)c2ccc(Br)cc2)CC1,3.4,-3.6,0.1,3.5,-2.2,-3.3,-0.7,-1.6
COc1ccc([N+](=O)[O-])cc1N(CC(=O)N1CCCCC1)S(C)(=O)=O,-3.1,-2.6,0.0,-1.1,-6.9,0.8,0.3,0.8
CC1(C)Cc2c(sc(NC(=O)COc3ccc(Cl)cc3)c2C(N)=O)C(C)(C)N1,9.0,-1.3,0.5,2.0,-8.0,-5.3,-3.8,-2.1
COc1ccc(CN(C)C[C@@H]2OCCCC[C@@H](C)Oc3ccc(NC(=O)Nc4ccc5c(c4)OCO5)cc3C(=O)N([C@H](C)CO)C[C@H]2C)cc1,2.4,17.5,0.2,-1.5,7.3,-37.1,-5.5,1.4
CCC(=O)Nc1ccc2c(c1)C(=O)N(C)C[C@@H](OC)[C@@H](C)CN(C(=O)CN(C)C)[C@H](C)CO2,x,x,0.2,x,-6.3,0.0,x,-0.4
COc1ccc(-c2nc(CN3CCN(c4ccccc4OC)CC3)c(C)o2)cc1,9.5,28.0,0.0,-6.5,15.4,16.3,-11.5,-3.3
COC(=O)c1cn(NC(=O)c2ccc([N+](=O)[O-])c(C)c2)c(=O)c2ccccc12,1.2,6.4,0.0,-7.0,4.7,-14.7,9.0,-1.5
Cn1cnnc1SCC(=O)Nc1ccc(S(=O)(=O)N2CCCC2)cc1,2.1,-10.7,x,4.5,-0.3,-5.6,x,-1.8
Cc1ccc(S(=O)(=O)N(C)C[C@H]2Oc3ccc(NC(=O)C4CCCCC4)cc3C(=O)N([C@@H](C)CO)C[C@H]2C)cc1,-2.7,22.5,0.2,-13.9,11.4,-9.0,13.3,3.0

# Screens (PubChem)
